Compound activity as filed in PubChem.
CBFb-RUNX1 inh: qHTS Assay for Compounds Blocking the Interaction Between CBF-beta and RUNX1 for the Treatment of Acute Myeloid Leukemia. Runt-related transcription factor 1 (Homo sapiens) + Core-binding factor subunit beta …. 230,000 tested, under 10 active. AID 1477, 2009. Potency, µM (doses to about 59.8 µM), for the others: at the highest dose activity, negative = inhibition, actives largely listed as inhibitors. AlphaScreen CBFb-His/RUNX1-biotin binding, biochemical; also: % of control where 0% means no effect
Target sequence (Q01196 whole entry, looked up): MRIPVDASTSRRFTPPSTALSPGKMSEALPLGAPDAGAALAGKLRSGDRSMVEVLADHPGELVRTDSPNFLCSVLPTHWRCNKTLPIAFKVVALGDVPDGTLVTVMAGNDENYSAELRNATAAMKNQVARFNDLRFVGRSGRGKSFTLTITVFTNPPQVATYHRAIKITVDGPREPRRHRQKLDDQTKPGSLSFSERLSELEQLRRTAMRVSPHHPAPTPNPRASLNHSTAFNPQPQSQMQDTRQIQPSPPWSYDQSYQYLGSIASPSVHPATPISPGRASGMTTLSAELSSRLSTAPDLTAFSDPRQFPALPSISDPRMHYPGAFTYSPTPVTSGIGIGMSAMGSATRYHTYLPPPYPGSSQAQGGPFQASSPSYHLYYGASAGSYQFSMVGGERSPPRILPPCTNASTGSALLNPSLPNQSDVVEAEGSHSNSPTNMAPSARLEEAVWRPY
Target sequence (Q13951 whole entry, looked up): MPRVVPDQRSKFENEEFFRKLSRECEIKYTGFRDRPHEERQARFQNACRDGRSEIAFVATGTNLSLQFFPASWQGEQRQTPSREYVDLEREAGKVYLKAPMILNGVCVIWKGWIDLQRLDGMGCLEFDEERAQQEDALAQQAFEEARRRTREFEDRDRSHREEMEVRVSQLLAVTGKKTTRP
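His-tagged CBF-beta and biotinylated RUNX1 (30 nM each) were premixed 20 min at room temperature, exposed to compound for 15 min, then given nickel-chelate and streptavidin AlphaScreen beads (50 ng each). After 90 min, AlphaScreen signal was read.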
Epigenetic derep: Quantitative High-Throughput Screen for Regulators of Epigenetic Control; murine LDR cells, GFP reporter derepression, 30 h; Potency, µM (titrated, usually from 53.9 µM), for inactives: at the highest dose GFP activation, usual class: activators; hit rate 0.2% among 280,000; AID 1865, 2009; also: potency is read from the fitted curve at half-maximal effect; % of control where 0% means no effect; nearly all actives have a fitted effect of over 60% in size
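Reporter derepression read as number of fluorescent GFP-positive objects, 20-120 um in size, counted by laser-scanning cytometer. Mouse LDR line with an epigenetically silenced CMV-GFP locus; compound incubation 30 h, 37 C.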
KinaseGlo FLuc: Counterscreen for Luciferase (Kinase-Glo TM) Inhibition; Luciferin 4-monooxygenase (Photuris pensylvanica), Q27757; Kinase-Glo luciferase, ATP luminescence, 8 min; Potency, µM (series often up to 38.3 µM), inactives show at the highest dose activity change, negative = inhibition, usual class: inhibitors; hit rate 0.28% among 200,000; AID 1379, 2008; also: potency is read from the fitted curve at half-maximal effect; % is scaled to controls: 0 for no effect and ±100 for the full control effect; nearly all actives have a fitted effect of over 60% in size
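Light output from Kinase-Glo luciferase with luciferin and 10 uM ATP in 50 mM imidazole pH 7.2, KCl, MgCl2, Tween 20, BSA; compound pin-delivered, 8-min ambient incubation, then luminescence read.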
aGal spleen mod: qHTS Assay for Inhibitors and Activators of Human alpha-Galactosidase From Spleen Homogenate | Alpha-galactosidase A (Homo sapiens), P06280 | Potency, µM (top dose mostly 80 µM), for the others: top-dose activity change, negative = inhibition, hits mostly inhibitors | hit rate 0.008% among 240,000 | human spleen homogenate, 4MU-alpha-Gal fluorescence, 40 min;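 also: potency is read from the fitted curve at half-maximal effect; 0% = enzyme with vehicle and -100% = no enzyme basal signal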
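qHTS titration in buffer at pH 5.0. Alpha-galactosidase activity in spleen homogenate was measured via 4-methylumbelliferone release from 1 mM fluorogenic substrate after 40 min at 37C and a pH 10 stop. AC50 came from Hill fits of control-normalized data.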
LMNA splice mod: qHTS Assay for Modulators of Lamin A Splicing; HeLa LMNA splicing GFP/RFP minigene ratio, 48 h; Potency, µM (titrated, usually from 46.1 µM), without a hit: at the top dose ratio change, negative = inhibition, hits mostly inhibitors; hit rate 0.01% among 200,000; AID 1487, 2009; active = well fitted inhibition curve with a large enough effect in the signal ratio, with a control signal flat, not every such curve was filed as active; inconclusive = small, poorly fitted or top-dose-only effect, or effect the other way, or a change in a side signal; the % refers to the signal ratio; also: potency is read from the fitted curve at half-maximal effect; % is scaled to controls: 0 for no effect and ±100 for the full control effect
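Read-out is the ratio of GFP to DsRed2 object intensity, acquired by 488 nm laser-scanning cytometry on HeLa lamin A-EGFP minigene reporter cells. Compound incubation 48 hrs at 37 °C in Opti-MEM with 2% FBS; DMSO 0.5% final.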
IMPase Li inh: qHTS Assay for Identifying the Cell-Membrane Permeable IMPase Inhibitors: Potentiation with Lithium | hit rate 0.35% among 210,000 | CHO-M1 cells, IP1 TR-FRET (IP-One), carbachol + lithium | Potency, µM (series often up to 59.4 µM), without a hit: at the highest dose activity, negative = IMPase inhibition, hits mostly inhibitors;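 also: IP1 builds up when IMPase is blocked and the TR-FRET signal falls; potency is read from the fitted curve at half-maximal effect; plate controls were basal vehicle for no effect and high inhibitor control for full effect; nearly all actives have a fitted effect of over 50% in size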
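Steps: plate 2000 CHO-M1 cells per well and culture 16–30 h; add compound and lithium; incubate 30 min, 37C; add d2-IP1 tracer and Eu cryptate anti-IP1 antibody in lysis buffer; read after 10 min at room temperature.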
NPSR antag: qHTS Assay for Antagonists of the Neuropeptide S Receptor: cAMP Signal Transduction | CHO-NPSR cells, cAMP TR-FRET, antagonist mode | Potency, µM (highest dose often 38.3 µM), inactives show top-dose activity change, negative = inhibition, most hits filed as inhibitors | Q6W5P4 | hit rate 1% among 220,000; also: potency is read from the fitted curve at half-maximal effect; % is scaled to controls: 0 for no effect and ±100 for the full control effect; nearly all actives have a fitted effect of over 50% in size; many of its hits are not listed in these tables
Target sequence (Q6W5P4 whole entry, looked up): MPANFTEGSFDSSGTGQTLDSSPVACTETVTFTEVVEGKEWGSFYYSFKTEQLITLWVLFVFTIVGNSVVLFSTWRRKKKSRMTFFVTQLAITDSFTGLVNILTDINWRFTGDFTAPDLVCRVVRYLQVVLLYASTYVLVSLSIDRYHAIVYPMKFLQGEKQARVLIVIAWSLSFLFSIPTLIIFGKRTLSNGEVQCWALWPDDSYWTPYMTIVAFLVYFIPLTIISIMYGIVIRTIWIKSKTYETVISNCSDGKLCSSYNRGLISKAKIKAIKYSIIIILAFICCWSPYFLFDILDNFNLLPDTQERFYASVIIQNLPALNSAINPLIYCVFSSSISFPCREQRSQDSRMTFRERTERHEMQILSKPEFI
An asterisk follows results filed as active; ? = inconclusive; . = not tested or not shown; [ ] = dose if it differs, or a comment. Unless noted, calls follow the shape of the dose curve; as a rule, active = well fitted curve in the direction sought with a large enough effect; inconclusive = small, poorly fitted or top-dose-only effect, or another doubt; inactive = no such curve, though single readings can be large; an effect the other way counts as inactive or inconclusive.

no.	canonical_smiles	NPSR antag	Epigenetic derep	KinaseGlo FLuc	IMPase Li inh
1	COc1ccccc1CN1CCCC2(CCN(C(=O)c3cnccn3)CC2)C1	.	.	-2%	33%[activator]
2	NC(=O)CC[C@H](NC(=O)c1ccc(F)cc1)C(=O)OCC(=O)Nc1c(F)c(F)c(F)c(F)c1F	7%	-0.9%	-3%	1%
3	CCCCS(=O)(=O)CC(COc1ccccc1)OC(=O)c1ccccc1 (stereo not given)	-19%[46.1 µM]	-2.0%	1%	11%[38.3 µM]
4	COc1ccc(NC(=O)COc2nc3ccccc3nc2N2CCOCC2)c(OC)c1	-21%	-1.6%	-1%	6%
5	Cc1cc(/C=C2\NC(=O)N(Cc3ccc(Cl)cc3)C2=O)c(C)n1C	-7%	-0.9%	-3%	1%
6	CN=C(c1ccccc1)c1c(C)cccc1C	-22%	-1.1%	4%	-8%
7	COCCNC(=O)c1ccc(Cn2c(=S)[nH]c3cc4c(cc3c2=O)OCO4)cc1	-24%[46.1 µM]	-1.9%	5%	-15%[38.3 µM]
8	CCCc1ccc(Oc2cn[nH]c2-c2ccc(O)cc2O)cc1	?	0.0%	1%	9%[38.3 µM]
9	O=C(NC1CC1)C1CCN(C2CCN(C(=O)CSc3ccccc3)CC2)CC1	21%	10%	.	.
10	Cc1[nH]n(-c2ccccc2)c(=O)c1C(=O)c1cccc(F)c1	-15%	2.2%	-4%	3%

no.	aGal spleen mod	LMNA splice mod	CBFb-RUNX1 inh
1	-5%	.	.
2	-6%	0%	8%
3	-1%	-2%	9%
4	-1%	-9%[46 µM]	14%
5	0%	1%	-18%
6	-8%	-8%	-7%
7	3%	7%	2%
8	1%	?	-3%
9	1%	.	3%
10	-2%	.	1%

(list continues)
no.	canonical_smiles	NPSR antag	Epigenetic derep	KinaseGlo FLuc	IMPase Li inh
11	Cc1ccc(C(=O)C2COC(=O)C2)cc1 (stereo not given)	-6%[46.1 µM]	-1.1%	1%	3%[38.3 µM]
12	Brc1csc(C=Nc2ccc3c(c2)OCCOCCOCCOCCO3)c1	-1%	1.5%	-3%	-9%
13	Cc1noc(C)c1CSc1nnc(-c2ccccc2)o1	0%	-2.0%	4%	15%
14	CN1C2CCC1/C(=C\c1ccc(F)cc1)C(=O)/C2=C/c1ccc(F)cc1	-58%	?	-1%	14%
15	Cn1c(N)c(C(=O)c2ccc(Oc3ccccc3)cc2)c(=O)n(C)c1=O	-14%	-2.5%	0%	-4%
16	Cc1occc1C(=O)Nc1ccc2c(c1)OCCO2	29%[46.1 µM]	3.9%	7.1µM*	13%[38.3 µM]
17	Cc1ccc(OCC(=O)N(c2ccccn2)C2CCCCC2)c(C)c1	-20%	0.0%	0%	20%
18	COc1cc2c3c(c1OC)C1(C=CC(=NO)C=C1)CC3N(C(C)=O)CC2 (stereo not given)	-8%[46.1 µM]	0.8%	1%	1%[38.3 µM]
19	O=C(Nc1ccc(NC(=O)C2CC2)nc1)c1cccnc1	22%[46.1 µM]	-0.1%	-2%	0%[38.3 µM]
20	COC(=O)c1nn(-c2ccc(-c3ccccc3)cc2)cc1O	-9%[46.1 µM]	0.8%	-13%	-2%[38.3 µM]

no.	aGal spleen mod	LMNA splice mod	CBFb-RUNX1 inh
11	-4%	-9%	6%
12	7%	1%	0%
13	7%	-4%[46 µM]	8%
14	1%	?	2%
15	0%	6%	-5%
16	15%	0%	-2%
17	4%	?	1%
18	12%	12%	2%
19	1%	-1%	0%
20	-2%	-9%	8%

As entered above:
KinaseGlo FLuc, no. 14 → -1%
IMPase Li inh, no. 11 → 3%[38.3 µM]
LMNA splice mod, no. 16 → 0%
IMPase Li inh, no. 12 → -9%
LMNA splice mod, no. 18 → 12%
KinaseGlo FLuc, no. 19 → -2%

Additional records:
no.	canonical_smiles	NPSR antag	Epigenetic derep	KinaseGlo FLuc	IMPase Li inh
21	O=C(CCc1nc2ccccc2s1)Nc1ccccc1	11%	0.0%	2%	0%
22	COc1ccc(-n2c(CSc3nc(C)cc(C)n3)nnc2SCC(=O)Nc2nccs2)cc1	-20%[46.1 µM]	-0.8%	0%	-10%[38.3 µM]
23	CC(C)CCNC(=O)C1CCCN(S(=O)(=O)c2ccc(F)cc2)C1 (stereo not given)	-5%[7.67 µM]	0.3%	5%	5%[38.3 µM]
24	Nc1ccc(C(=O)N/N=C\C=C\c2cccc([N+](=O)[O-])c2)cc1	-29%	4.5%	-2%	-6%
25	COc1ccc(OC)c(S(=O)(=O)N2CCCCC2C(=O)O)c1 (stereo not given)	-1%[46.1 µM]	-4.5%	-3%	-15%[38.3 µM]
26	Cc1cc(Cl)c(S(=O)(=O)N2CCN(c3ccccn3)CC2)cc1OCC(N)=O	5%	0.5%	.	.
27	COc1cc(C2C(C#N)=C(N)N(c3ccc(F)cc3)C3=C2S(=O)(=O)CC3)ccc1O (stereo not given)	-28%	5.9%	-1%	-5%
28	CC1(C)Oc2cc3c(cc2O1)OC(C)(C)O3	.	1.1%[10.1 µM]	.	.
29	Cc1nn(C)c(C)c1/C=C/C(=O)c1ccccc1	-11%[46.1 µM]	-0.7%	-5%	16%[38.3 µM]
30	Cc1ccc(CNC(=O)C2(C)Oc3ccccc3NC2=O)cc1 (stereo not given)	-11%[46.1 µM]	1.2%	1%	23%[38.3 µM]

no.	aGal spleen mod	LMNA splice mod	CBFb-RUNX1 inh
21	-20%	-2%	-5%
22	-1%	3%	5%
23	7%	-5%	11%
24	1%	6%[46 µM]	-1%
25	15%	3%	-4%
26	3%	.	16%
27	5%	?	-8%
28	13%[17.5 µM]	.	0%[13.1 µM]
29	1%	1%	1%
30	3%	2%	2%

More compounds:
no.	canonical_smiles	NPSR antag	Epigenetic derep	KinaseGlo FLuc	IMPase Li inh
31	CN(C)c1ccc(/C=N/NC(=O)c2ccc(CN3CCOCC3)cc2)cc1Br	22%	0.0%	-3%	9%
32	O=C1CC(c2ccccc2)=NN1c1nc(-c2ccccc2)cs1	-7%	0.4%	4%	4%
33	CN(C)CCCN1C(=O)c2oc3ccccc3c(=O)c2C1c1cccs1 (stereo not given)	-16%[46.1 µM]	-7.9%	-3%	0%[38.3 µM]
34	CCOC(=O)c1cn2nc(Oc3ccc(C(=O)OC)cc3)ccc2n1	0%	0.1%	.	.
35	O=C(O)c1ccc2c(c1)C(=O)/C(=C\c1ccco1)C2=O	-25%	0.0%	-23%	13%
36	O=C(Nc1ccc(CN2CCCCC2)cc1)c1sc2ccccc2c1Cl	-4%	1.1%	.	.
37	CCOc1cccc(/C(O)=C2/C(=O)C(=O)N(CCN3CCOCC3)C2c2ccncc2)c1 (stereo not given)	4%	0.0%	-3%	-4%
38	Cc1ccc(C)c(NC(=O)CSc2nnc(CCNC(=O)OC(C)(C)C)o2)c1	-11%[46.1 µM]	-0.2%	-2%	-1%[38.3 µM]
39	O=C(c1ccc2c(c1)N(Cc1ccccc1F)C(=O)c1ccccc1S2)N1CCOCC1	-16%	-1.0%	.	.
40	CCOC(=O)c1ccc(Nc2sc(C(=O)c3cccc([N+](=O)[O-])c3)c(N)c2C#N)cc1	53%	9.6%	.	.

no.	aGal spleen mod	LMNA splice mod	CBFb-RUNX1 inh
31	4%	-9%[46 µM]	18%
32	-1%	?	?
33	-9%	-12%	4%
34	-4%	.	-2%
35	0%	-7%[46 µM]	?
36	1%	.	9%
37	-2%	.	1%
38	4%	4%	3%
39	-1%	.	20%
40	-3%	.	4%

Down the list, from the results shown.
Nos. 32–35 in NPSR antag, in turn: -7%, -16%[46.1 µM], 0%, -25%
Nos. 32–35 in CBFb-RUNX1 inh, in turn: ?, 4%, -2%, ?

An excerpt from above in order of the CBFb-RUNX1 inh value, low to high:
nr	SMILES	CBFb-RUNX1 inh
34	CCOC(=O)c1cn2nc(Oc3ccc(C(=O)OC)cc3)ccc2n1	-2%
33	CN(C)CCCN1C(=O)c2oc3ccccc3c(=O)c2C1c1cccs1 (stereo not given)	4%
31	CN(C)c1ccc(/C=N/NC(=O)c2ccc(CN3CCOCC3)cc2)cc1Br	18%

Carrying on.
no.	canonical_smiles	NPSR antag	Epigenetic derep	KinaseGlo FLuc	IMPase Li inh
41	CCN(CC)S(=O)(=O)c1cccc(C(=O)OCC(=O)C23CC4CC(CC(C4)C2)C3)c1	?	-2.3%	0%	29%[38.3 µM]
42	O=C(NCCN1CCOCC1)c1noc2c1CCc1ccccc1-2	-10%[46.1 µM]	1.2%	-1%	-12%[38.3 µM]
43	CC(C)(C)c1ccc(N2C(=O)CC(C/C=C/c3ccccc3)C2=O)cc1 (stereo not given)	3%	-2.6%	.	.
44	O=C(NCCN1CCCC1)c1ccc(Cl)cc1	-15%	1.0%	1%	9%
45	COc1cccc(C(c2nnnn2Cc2ccco2)N2CCN(c3cccc(C)c3C)CC2)c1OC (stereo not given)	-26%[46.1 µM]	-2.8%	-2%	-9%[38.3 µM]

no.	aGal spleen mod	LMNA splice mod	CBFb-RUNX1 inh
41	3%	5%	4%
42	7%	-7%	-2%
43	-3%	.	8%
44	4%	13%[46 µM]	0%
45	-1%	?	-10%

4 compounds already listed, arranged by heavy-atom count, low to high.
no.	canonical_smiles	NPSR antag	Epigenetic derep	KinaseGlo FLuc	IMPase Li inh
6	CN=C(c1ccccc1)c1c(C)cccc1C	-22%	-1.1%	4%	-8%
25	COc1ccc(OC)c(S(=O)(=O)N2CCCCC2C(=O)O)c1 (stereo not given)	-1%[46.1 µM]	-4.5%	-3%	-15%[38.3 µM]
42	O=C(NCCN1CCOCC1)c1noc2c1CCc1ccccc1-2	-10%[46.1 µM]	1.2%	-1%	-12%[38.3 µM]
38	Cc1ccc(C)c(NC(=O)CSc2nnc(CCNC(=O)OC(C)(C)C)o2)c1	-11%[46.1 µM]	-0.2%	-2%	-1%[38.3 µM]

no.	aGal spleen mod	LMNA splice mod	CBFb-RUNX1 inh
6	-8%	-8%	-7%
25	15%	3%	-4%
42	7%	-7%	-2%
38	4%	4%	3%

An excerpt, so the mix of outcomes need not match the whole.
